High-throughput results from PubChem.
E coli WT exp: growth inhibitors of E. coli BW25113 wild type; growth inhibition, % at 100 µM; 98,000 tested, 0.15% active; OD600 absorbance; AID 710;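 active = growth inhibition above about 50% at one test dose, limit read from the data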;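 also: growth measured after 20 h incubation at 37 °C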
CYP2C9 inh: blocks human cytochrome P450 2C9. P11712. CYP2C9 Supersomes, luciferin-H conversion, luminescence. inhibition, % at 5 µM. 96,000 tested, 20% active. AID 777;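 active = blocking of liver enzyme CYP2C9 beyond about 50% at 5 µM, limit read from the data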; also: values of inactives mirror those of a sister screen read the other way
CYP2C9 activ: increases human cytochrome P450 2C9 activity; P11712; recombinant CYP2C9, luciferin-H conversion, luminescence; hits give high values; factor 1 = untreated enzyme, 0 = blocked; activation factor at 5 µM; 96,000 tested, 1.4% active; AID 1024;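 active = activation factor of 2 or more for CYP2C9 at a 5 µM dose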;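 also: 0 = sulfaphenazole-blocked wells and 1 = vehicle-only wells; values of inactives mirror those of a sister screen read the other way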
PTPN22 inh 2: LYP (human) phosphatase inhibition; recombinant LYP catalytic domain, DiFMUP fluorescence; 96,000 tested, 0.21% active; Q9Y2R2; inhibition, % at 2 µM; AID 640;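 active = inhibition at 2 µM at or above a set limit, the screen mean plus 3 SD, cut at about 24% in these data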;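 also: 0% = DMSO with enzyme and 100% = enzyme fully blocked by orthovanadate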
Target sequence (Q9Y2R2 whole entry, looked up, the tested form may be a part): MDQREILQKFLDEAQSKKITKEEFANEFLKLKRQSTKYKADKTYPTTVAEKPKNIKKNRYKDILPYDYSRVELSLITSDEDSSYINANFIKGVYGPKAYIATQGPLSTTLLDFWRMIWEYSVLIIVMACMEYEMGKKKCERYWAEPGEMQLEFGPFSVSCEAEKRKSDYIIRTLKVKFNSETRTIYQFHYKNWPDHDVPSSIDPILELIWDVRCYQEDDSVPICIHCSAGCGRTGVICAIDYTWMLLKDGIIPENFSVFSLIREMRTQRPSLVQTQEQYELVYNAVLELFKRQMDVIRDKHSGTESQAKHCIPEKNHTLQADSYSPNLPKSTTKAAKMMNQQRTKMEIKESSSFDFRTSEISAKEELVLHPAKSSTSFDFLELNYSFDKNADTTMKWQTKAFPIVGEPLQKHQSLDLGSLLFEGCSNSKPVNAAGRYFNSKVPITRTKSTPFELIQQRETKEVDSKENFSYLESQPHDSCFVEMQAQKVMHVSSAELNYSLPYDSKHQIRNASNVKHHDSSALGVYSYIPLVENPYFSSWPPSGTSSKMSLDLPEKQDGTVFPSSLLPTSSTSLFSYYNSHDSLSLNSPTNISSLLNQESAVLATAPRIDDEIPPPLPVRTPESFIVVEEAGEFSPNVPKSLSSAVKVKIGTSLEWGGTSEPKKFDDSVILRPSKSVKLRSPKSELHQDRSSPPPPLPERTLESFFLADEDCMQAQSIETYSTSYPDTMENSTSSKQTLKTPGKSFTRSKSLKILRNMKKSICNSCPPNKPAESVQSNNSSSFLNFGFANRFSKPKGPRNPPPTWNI
PostGolgi ctrl: yeast control strain growth, post-Golgi counter-screen; efflux-deficient yeast background strain, growth absorbance A615, 16 h; inhibition, % at 10 µM; 98,000 tested, 5% active
hDAT+cocaine: changed human dopamine transporter uptake under cocaine IC80; B-score at 10 µM; 110,000 tested, 1.3% active; LLC-PK1 hDAT cells, [14C]-dopamine uptake with cocaine IC80; actives deviate in either direction; AID 449768; Q01959;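 active = Z score or B-score, a plate-position-corrected score, falls beyond the plate's 99.7% confidence bounds, in either direction; inactive = both scores lie inside the 99.7% bounds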;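 also: scored against the spread of the other compound wells on the same plate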
Pyk2 oligo antag: antagonists of human Pyk2 oligomerization; Q14289; 99,000 tested, 0.83% active; z-score (the deposit names both 25 µM and 10 µM); AID 1347419; Q293 cells, Pyk2 FERM NanoBiT luminescence; hits give low values;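 active = Z-score of -3 or lower, scaled per plate to the spread of control and sample wells; inactive = z-score above -3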;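 also: negative z-score means lost luminescence so less FERM oligomerization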
LYP act: activators of human LYP (PTPN22) phosphatase; AID 697; 96,000 tested, 0.11% active; activation, % at 2 µM; Q9Y2R2; recombinant LYP, DiFMUP fluorescence; 0 = plate median, 100 = signal doubled;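 active = activation at 2 µM above a set limit, the mean plus 5 SD, cut at about 37% in these data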
PostGolgi yeast: growth inhibition of a yeast mutant, post-Golgi transport screen. inhibition, % at 10 µM. post-Golgi transport phenotypic cell assay. 98,000 tested, 0.9% active. AID 739;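 also: yeast cells grown in 1536-well plates; yeast grown about 18 h at 30C before absorbance read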
* hit, by the source's call; nt = not tested or not shown. Rule as the data show it, unless noted: active = inhibition above about 30%; inactive = the rest.

SMILES	E coli WT exp	CYP2C9 inh	CYP2C9 activ	PTPN22 inh 2	PostGolgi ctrl	hDAT+cocaine	Pyk2 oligo antag	LYP act	PostGolgi yeast
CC(=O)Nc1ccc(OC(=O)c2ccccc2N)cc1	6	-19	1.2	6	9	0.51	0.84	-2	0
COc1ccccc1N1CCN(Cc2c(F)cccc2Cl)CC1	8	68*	0.3	-5	0	0.87	-0.07	6	-2
CCOC(=O)C(C)Oc1cc(C)cc2oc(=O)c3c(c12)CCCC3 (configuration not stated)	5	78*	0.2	nt	18	0.14	-2.3	nt	5
CCn1nc(-c2cccs2)nc2c(=O)n(C)c(=O)nc1-2	26	91*	0.1	nt	100*	nt	-3.3*	nt	105*
Cc1nc2ccccc2n1C1CCN(Cc2nnnn2CCc2ccccc2)CC1	-6	44	0.6	-2	39*	-0.022	0.52	2	1
CCOC(=O)c1sc(/N=C/c2c(O)n(-c3ccccc3)c(=O)[nH]c2=O)c(C#N)c1C	10	37	0.6	-11	-3	nt	-0.04	11	-2
C=CCn1c(O)c(C(=O)CCCCCC)c(=O)[nH]c1=O	4	57*	0.4	nt	-4	-0.15	1.3	nt	9
CCOC(=O)C1C(=O)NC2(C)CC1c1cc(OC)ccc1O2 (configuration not stated)	0	-3	1	nt	3	-1.1	0.31	nt	0
CC(C)N1CC=C(c2c[nH]c3ccccc23)CC1	3	-5	1.1	-3	26	-0.15	1.2	2	-6
CN1CCN(C(=O)COc2ccc(S(=O)(=O)NCc3ccccc3)cc2Cl)CC1	5	-28	1.3	6	8	-1.4	0.68	-5	-5
CN1CCN(c2ccc(NC(=O)C(C)(C)C)cc2)CC1	0	45	0.6	-4	18	-1.4	-0.1	3	0
NCC(CC(=O)O)C1CCCCC1 (configuration not stated)	4	-5	1	-12	3	-0.28	0.32	9	-6
COc1cccc(N2CCN(Cc3cccc(Cl)c3)CC2)c1	8	79*	0.2	-6	9	1.3	0.47	3	-5
O=C1CC(N2CCC(n3c(=O)[nH]c4ccccc43)CC2)C(=O)N1c1ccc(F)cc1 (configuration not stated)	8	-7	1.1	-5	-1	0.9	-0.01	2	-1
COC(=O)c1c(N)n(Cc2ccc(OC)cc2)c2nc3ccccc3nc12	-7	71*	0.3	nt	27	-1.1	-2.8	nt	-4
CN(C)CC1CSCCC1(O)c1ccccc1Cl (configuration not stated)	nt	nt	nt	1	nt	-0.29	1.1	1	nt
CSc1ccc(C(=O)C(C)(C)N2CCOCC2)cc1	-6	23	0.8	16	15	0.022	0.33	-16	9
O=c1c2ccccc2nc(-c2ccccc2)n1-c1cccnc1	5	-10	1.1	4	5	-0.86	0.2	-1	12
COc1ccccc1N1CCN(Cc2cccc(OC)c2O)CC1	-3	3	1	2	2	-0.096	-0.27	-5	-1
ON1C2CCCCC2N(O)C1c1ccccc1F (configuration not stated)	-1	-5	1.1	-8	9	-0.037	-1.3	8	9
C=CP(=O)(O)c1ccccc1	1	8	0.9	nt	0	-0.19	-0.47	nt	1
C(#CCN1CCOCC1)COCC#Cc1ccccc1	7	-3	1	18	-3	-0.54	1.4	-15	5
CC(=O)C1C2c3ccccc3OC1(C)N=c1s/c(=C/c3cnn(C)c3)c(=O)n12 (configuration not stated)	1	26	0.7	18	11	-0.0088	-0.3	-18	2
O=C(CN1C(=O)CCSc2ccccc21)N1CCC2(CC1)OCCO2	3	-12	1.1	-4	10	0.021	0.26	4	3
CN1C(=O)C(C2c3ccccc3C(=O)N2Cc2ccccc2)C(=O)N(C)C1=O (configuration not stated)	-3	6	0.9	-4	3	-0.74	-0.21	4	19
SMILES	E coli WT exp	CYP2C9 inh	CYP2C9 activ	PTPN22 inh 2	PostGolgi ctrl	hDAT+cocaine	Pyk2 oligo antag	LYP act	PostGolgi yeast
FC(F)(F)c1ccc2c(c1)NP(=S)(N1CCOCC1)c1nccn1-2 (configuration not stated)	-6	48	0.5	nt	18	1.3	-0.37	nt	0
c1ccc2c(CCNC3=NCCC3)c[nH]c2c1	4	-3	1	-11	0	-0.017	-0.11	9	20
CC1(C)CC(=O)C(C=NCCN2CCN(C(=O)Cc3ccccc3)CC2)=C(O)C1	-4	-4	1	0	1	-0.57	0.35	-1	-7
Cc1cccc(C)c1NC(=O)c1cccn(Cc2ccc3c(c2)OC(F)(F)O3)c1=O	-5	34	0.7	-2	75*	0.25	-1.8	5	-11
CCCCCn1c(N)c(C(=O)NCCN2CCOCC2)c2nc3ccccc3nc21	10	7	0.9	-5	12	0.96	-2.1	5	1
COc1ccc(CN2CCN(c3ccccc3F)CC2)cc1O	5	8	0.9	2	5	-0.013	0.25	-1	4
Cc1cccn2c(=O)c3c(nc12)N1CCC(Cc2ccccc2)CC1C1(C3)C(=O)N(C)C(=O)N(C)C1=O (configuration not stated)	-2	91*	0.1	5	23	1.1	-0.77	-8	-4
CCCCCCN=C(C)c1c(O)n(Cc2ccccc2)c(=O)[nH]c1=O	-9	20	0.8	14	35*	0.3	-1.4	-11	0
CCOC(=O)CNC(=O)CSP(=S)(OCC)OCC	1	70*	0.3	-5	3	0.58	0.37	5	0
Cc1cc(OCc2nn[nH]n2)c2c3c(c(=O)oc2c1)CCCC3	-2	72*	0.3	-8	6	-0.32	-0.25	8	6
Cc1ccc2c(c1)CC1(CN2C)C(=O)NC(=O)N(c2ccc(C)c(C)c2)C1=O (configuration not stated)	-3	86*	0.1	-4	-11	0.78	0.33	3	-6
Cc1cc(N(CCCl)CCCl)ccc1/C=N/NC(=O)c1ccco1	9	-73	1.7	11	7	nt	0.46	-8	23
COc1ccc2c(c1)CC1(CN2C)C(=O)NC(=O)N(CCc2ccccc2)C1=O (configuration not stated)	8	34	0.7	0	-12	-0.14	0.93	-1	1
CCCCOC(=O)C1=C(N)OC2=C(C(=O)CCC2)[C@]12C(=O)N(C)c1ccccc12	5	23	0.8	nt	16	0.77	0.06	nt	-1
OC1(CN2CCOCC2)C2CC3CC(C2)CC1C3 (configuration not stated)	6	-30	1.3	10	0	-0.15	1.1	-11	-4
CC1(C)N(O)C2CCCCC2N1O (configuration not stated)	-5	-6	1.1	-4	-3	0.0069	0.24	6	-3
Nc1c(C(=O)NCCc2ccccc2)c2nc3ccccc3nc2n1CCN1CCOCC1	-23	97*	0	12	40*	0.15	1.9	-13	50*
N=C1C(c2ccccc2)=C(O)CN1Cc1ccco1	22	-1	1	-6	-4	-0.54	-0.14	3	-4
CCOC(=O)C1=C(N)OC2=C(C(=O)CCC2)C12C(=O)Nc1ccccc12 (configuration not stated)	-5	18	0.8	-5	-2	-0.0082	0.03	2	2
Nc1c(C(=O)OCC2CCCO2)c2nc3ccccc3nc2n1Cc1cccs1 (configuration not stated)	4	57*	0.4	-4	9	1.9	-2.2	8	-2
Oc1ccc(/C=N/NP(=S)(c2ccccc2)c2ccccc2)cc1	1	86*	0.1	-12	2	0.61	-0.39	11	-19
CCc1cc2c(N3CCN(C)CC3)ncnc2s1	nt	nt	nt	0	nt	0.06	0.36	-2	nt
CCC(=O)c1cn(Cc2ccccc2C#N)c2ccccc12	2	52*	0.5	6	31*	-0.87	-1.6	-7	7
CN1C(=O)N(C)C(=O)C(CCc2ccncc2)(Cc2ccc3c(c2)OCO3)C1=O	2	74*	0.3	-3	-1	0.84	-0.43	2	-18
CCOC(=O)C1=C(N)OC2=C(C(=O)CCC2)C12C(=O)N1c3c(ccc(C)c32)C(C)=CC1(C)C (configuration not stated)	-5	nt	nt	nt	20	0.28	-0.13	nt	-1
SMILES	E coli WT exp	CYP2C9 inh	CYP2C9 activ	PTPN22 inh 2	PostGolgi ctrl	hDAT+cocaine	Pyk2 oligo antag	LYP act	PostGolgi yeast
O=C1C2CCCN2C(c2ccc(Cl)c(Cl)c2)N1c1ccccn1 (configuration not stated)	-12	nt	nt	-8	5	-0.8	0.91	4	2
S=C(c1ccc(Cl)cc1)N1CCOCC1	6	10	0.9	7	2	-0.48	1.1	-9	0
CCCCCCN=C(C)c1c(O)n(CCCC)c(=O)[nH]c1=O	-1	66*	0.3	-3	38*	0.42	-1.5	3	9
Cn1c(O)c(C(=O)c2ccccc2Cl)c(=O)n(C)c1=O	nt	-1	1	7	nt	-0.13	0.24	-4	nt
CCc1sc(C(=O)N2CCC3(CC2)OCCO3)cc1Br	-4	-65	1.7	nt	5	0.074	-1.1	nt	6
CC(C)CCC1(CCc2ccncc2)C(=O)NC(=O)NC1=O	nt	nt	nt	6	nt	0.83	0.38	-8	nt
CN(C)c1ccc(P(=S)(N(C)C)N(C)C)cc1	2	5	0.9	nt	8	0.085	-0.67	nt	-8
O=C(c1cccn2c(=O)c3ccccc3nc12)N1CCC2(CC1)OCCO2	-2	-8	1.1	7	7	0.58	-0.43	-6	7
O=C(c1csc2c1CCCCC2)N1CCC2(CC1)OCCO2	-2	-38	1.4	5	0	0.88	0.09	-7	3
O=S1(=O)CC2(N3CCOCC3)CCCCCCC21 (configuration not stated)	1	1	1	3	1	-0.0022	1.1	-6	-8
CCCCCCn1c(O)c(C=NC2CCCCC2N)c(=O)[nH]c1=O (configuration not stated)	-5	52*	0.5	12	3	-0.74	nt	-12	4
CCN(CC)c1ccc(CN(C)CCc2ccc(OC)c(OC)c2)cc1	1	-10	1.1	1	9	0.35	0.09	2	1
O=c1c2ccccc2nc(-c2ccc(-c3ccccc3)cc2)n1-c1ccncc1	-6	26	0.7	0	86*	0.0075	-1.9	5	100*
CCCCCn1c(=O)c(C(=O)NCc2ccccn2)c(O)c2ccccc21	9	78*	0.2	14	-13	-0.48	-1.3	-16	16
CC1(C)C2([N+](=O)[O-])CNCC1([N+](=O)[O-])CNC2	nt	nt	nt	-4	nt	-0.55	0.51	4	nt
O=C(C1CCCN(S(=O)(=O)c2cccc3nsnc23)C1)N1CCC2(CC1)OCCO2 (configuration not stated)	-6	27	0.7	nt	-2	0.088	nt	nt	-10
C=CCn1c(O)c(C(C)=Nc2ccc(NC(C)=O)cc2)c(=O)[nH]c1=O	-2	-4	1	-6	-1	0.41	-1.2	5	1
CSC1=NP(=S)(SC)N2CCCC2=C1C#N (configuration not stated)	0	24	0.8	-8	6	-1.6	0.09	7	-6
CCCCn1c(=O)c(C(=O)Nc2ccccc2S(N)(=O)=O)c(O)c2ccccc21	-4	5	1	nt	25	1.7	-1.1	nt	12
OC1(c2ccc(F)cc2)CC2CCC(C1)N2Cc1nnnn1C1CCCCC1 (configuration not stated)	7	43	0.6	1	8	nt	0.02	0	-2
Cc1nonc1-c1nc(-c2nonc2N)n[nH]1	0	7	0.9	4	10	0.3	-0.45	-1	-4
CC(C)C12CN3CCN(CC(C3)/C1=N\O)C2	1	40	0.6	0	6	0.14	-0.54	3	-1
CN(C)CCN=Cc1c(O)n(Cc2ccco2)c(=O)[nH]c1=O	-3	-10	1.1	-2	-4	1.4	-0.29	5	-20
CSc1ncc(/C=C2/C(=O)NC(=O)N(C3CCCCC3)C2=O)cn1	6	12	0.9	-1	15	nt	-0.23	7	-4
Cc1ccc(-c2nc(CS(=O)CC(=O)N3CCC4(CC3)OCCO4)c(C)o2)cc1 (configuration not stated)	11	40	0.6	-2	4	0.031	0.34	6	1
N#Cc1cc2c(nc1SCC(=O)Nc1cc(Cl)cc(Cl)c1)C1CCN2CC1	-10	39	0.6	-4	4	0.66	0.41	7	-1
C=Cn1ccnc1P(=S)(c1c(C)nn(-c2ccccc2)c1C)c1nccn1C=C	-5	14	0.9	1	4	1.6	-0.81	-3	-8
CN1CCC(N(C)Cc2cccnc2)CC1	1	-6	1.1	-5	7	nt	-0.14	8	-3

This is a subset, so the mix of outcomes need not match the whole.
